LDHA inh: inhibitors of human lactate dehydrogenase A. P00338. hit rate 0.15% among 480,000. AID 1347041. purified LDHA, NADH/diaphorase-resazurin fluorescence; active compounds read low. activity change, % (values are at about 110 or 230 µM); in the data active means activity change below about -30%; inconclusive means mostly about -25% to -30%;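 further: plate controls were DMSO wells for no effect and wells without enzyme for full effect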
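Human LDH5 (2 nM) was incubated with 0.06 mM NADH and 0.2 mM pyruvate for 5 min at room temperature in Tris pH 7.4. Remaining NADH was coupled through diaphorase/resazurin, and resorufin fluorescence was read at 0 and 20 min.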
Active calls of the source: *; ? = inconclusive. Not all compounds are listed; rates above refer to the full screens.

SMILES | LDHA inh
O=C(CC1C(=O)NCCN1C(=O)CN1CCN(CCO)CC1)Nc1ccc(F)cc1 (configuration not stated) | 12
Cn1nc(C(=O)NCc2ccc(S(N)(=O)=O)cc2)c2ccccc2c1=O | -2
Cc1cc(C)cc(NC(=O)C2=Cc3sc4c(c3CS2)CCCC4)c1 | 10
O=C(O)c1cc(-c2cccs2)nc2ccc(Cl)cc12 | 9
N#Cc1nc(Nc2ccc(-c3ccccc3)cc2)nc(NC2CCCC2)n1 | -2
COc1cc(OC)c(C2SCCN2S(=O)(=O)c2ccc3ccccc3c2)cc1OC (configuration not stated) | -1
COc1ccc(NC(=O)CCSc2nnc3scc(-c4ccc(Cl)cc4)n23)cc1 | -5
CC(C)NC(=O)CSc1nc(-c2ccccc2)[nH]c1S(=O)(=O)c1ccccc1 | 3
CC(C)(C)CC(=O)N1CCCC(CN2CCN(c3ccccn3)CC2)C1 (configuration not stated) | -1
C=C(C)COc1ccc2c(C)c(CCC(=O)Nc3nc4ccccc4[nH]3)c(=O)oc2c1 | 4
O=C(c1cccc(S(=O)(=O)NC2CC2)c1)N1CCN(c2ccccc2F)CC1 | 3
O=C(Nc1nonc1-c1ccc(Cl)cc1)c1ccc(Cl)cc1 | -8
O=C1NC[C@@H](CCCCN2C[C@H](Cc3ccccc3)N(CCC3CCCCC3)C(=O)C2=O)N(CCc2ccc(O)cc2)C1=O | 1
O=C1CCc2cc(S(=O)(=O)Nc3cccc(-c4ccccc4)c3)ccc2N1 | 1
COc1cc(/C=N/O)cc(Cl)c1OC(C)=O | 5
Cc1oc(-c2nc(C#N)c(NC(C)c3ccccc3)o2)cc1S(=O)(=O)N1CCCC1 (configuration not stated) | 7
Cc1cccc(NC(=O)CCc2c[nH]c3ccccc23)c1 | 13
Cc1ccc(CS(=O)(=O)N2CCC(C(=O)N3CCN(c4cc(Cl)ccc4C)CC3)CC2)cc1 | -1
CCNC(=O)C1Cc2cc(S(=O)(=O)N(CC)CC)ccc2N1C(C)=O (configuration not stated) | 0
COc1ccc(-c2nc3cc(C(C)C)ccc3o2)cc1NC(=O)COc1ccc([N+](=O)[O-])cc1 | 4
O=C(O)/C=C\C(=O)NC(Cc1ccccc1)C(=O)O (configuration not stated) | 3
CC(=O)Nc1sc2c(c1-c1cncnc1)CCNC2 | -4
O=C(c1ccc2c(c1)N(Cc1ccccc1)C(=O)c1ccccc1S2=O)N1CCC2(CC1)OCCO2 (configuration not stated) | -3
CC(C)NC(=O)c1ccc(NC(=O)C(F)(F)C2(F)OC(F)(F)C(F)(F)C2(F)F)cc1 (configuration not stated) | 5
CCC(=O)Oc1cccc(C(=O)Nc2ccc(-c3nc4ccccc4o3)cc2)c1 | 6
COc1cc(CCC(=O)NCc2ccncc2)cc(OC)c1OC | 8
Cc1c(-c2ccccc2)c(=O)oc2cc(OCC(=O)OC(C)(C)C)ccc12 | 10
COc1ccc(Br)cc1C12CC3CC(CC(C3)C1)C2 | 7
COC(=O)c1oc(CN2CCCC2c2ccsc2)cc1C (configuration not stated) | 10
Cc1ccc(C2CCCN2Cc2nc(-c3ccco3)no2)cc1 (configuration not stated) | -3

Next part (2 carried over from the part before).
SMILES | LDHA inh
COC(=O)c1oc(CN2CCCC2c2ccsc2)cc1C (configuration not stated) | 10
Cc1ccc(C2CCCN2Cc2nc(-c3ccco3)no2)cc1 (configuration not stated) | -3
CCCCCCCCN1C(=O)[C@H](CC(=O)NCc2cccc(C(F)(F)F)c2)C[C@@]2(C(=O)OCC)CCCC=C12 | 6
COc1ccc(/C=C(/C#N)c2ccc(C(F)(F)F)cn2)cc1O | -4
CCc1ccccc1-n1ncc2c1NC(=O)CC21C(=O)N(CC(N)=O)c2ccccc21 (configuration not stated) | 0
CC(C)n1nc(C(=O)Nc2nc(-c3ccc(Cl)s3)cs2)c2ccccc2c1=O | -10
Cc1nc2ccccc2nc1SC(C)C(=O)N1CCOCC1 (configuration not stated) | 0
COCCNc1oc(COc2ccc(OC)cc2)nc1C#N | -2
Cc1ccc(-c2cc(C(F)(F)C(F)F)[nH]n2)cc1 | 17
Cn1c(=O)[nH]c(=O)c2c1nc(N1CCCCCC1)n2CCc1ccccc1 | -1
CCCN(Cc1cc2ccc(C)cc2[nH]c1=O)S(=O)(=O)c1ccc(Cl)cc1 | -9
CC/C(=N/N=C(/CC)c1ccccc1)c1ccccc1 | 5
Cc1ccc(Nc2nc(CSc3nnnn3C3CC3)cs2)cc1C | 6
Cc1ccc(Sc2c(C)nn(C(=O)C3CCCN3S(=O)(=O)c3ccc(F)cc3)c2C)cc1 (configuration not stated) | 3
Cc1nc(-c2ccc(S(=O)(=O)Nc3ccccc3F)cc2)co1 | 2
COc1cc(-c2ccc(N3C(c4ccsc4)=Cc4ccccc4C3CC(C)=O)cc2)cc(OC)c1OC (configuration not stated) | 20
CCN(C(=O)c1ccc(C(=O)OC)s1)C1CCCC1 | 2
O=C1NC2(CCCC2)C(=O)N1Cc1ncc(-c2cccc(Cl)c2)o1 | -1
Cc1cccc2c1N(C(=O)c1cccc3ncccc13)CCC2 | -15
O=C(NC1CCCCCCC1)c1n[nH]c(=O)c2ccccc12 | -2
CCN1C(=O)NC(c2ccc(F)c(Br)c2)C(C(=O)Nc2cc(C)on2)=C1C (configuration not stated) | 8
Cc1nnc2sc(-c3ccc(CNC(=O)c4ccccc4Cl)cc3)nn12 | 1
CC1CCN(C(=O)C2CCN(C(=O)c3ccc4ccccc4n3)CC2)CC1 | 11
O=C(Cn1ccc2cc(Br)ccc21)Nc1nccs1 | 0
CCOc1cccc(CNC2CC2)c1 | -9
COc1ccc(OC)c2[nH]c(C(=O)NCC(=O)Nc3ccc4c(c3)OCO4)cc12 | 1
C=CCNC(=O)CSc1ccc2c(c1)OCCCO2 | -4
CCCCN(C)Cc1cc(=O)oc2cc(-c3ccccc3)c(O)cc12 | ?
N#CCCCCS(=O)(=O)c1ccc2c(c1)OCCO2 | 6
Brc1ccc(-c2nn3c(-c4ccccn4)nnc3s2)cc1 | -5
CCOc1cc2nc(-c3ccc(OC)c(OC)c3)nc(N3CCC(C(N)=O)CC3)c2cc1OC | -1
C/C(=N/Nc1ccc([N+](=O)[O-])cc1)c1ccc(Cl)cc1 | 0

An excerpt from above in order of molar mass, lowest first.
SMILES | LDHA inh
CCOc1cccc(CNC2CC2)c1 | -9
C=CCNC(=O)CSc1ccc2c(c1)OCCCO2 | -4
N#CCCCCS(=O)(=O)c1ccc2c(c1)OCCO2 | 6
C/C(=N/Nc1ccc([N+](=O)[O-])cc1)c1ccc(Cl)cc1 | 0
O=C(NC1CCCCCCC1)c1n[nH]c(=O)c2ccccc12 | -2
Cc1nc(-c2ccc(S(=O)(=O)Nc3ccccc3F)cc2)co1 | 2
O=C(Cn1ccc2cc(Br)ccc21)Nc1nccs1 | 0
CCCCN(C)Cc1cc(=O)oc2cc(-c3ccccc3)c(O)cc12 | ?
O=C1NC2(CCCC2)C(=O)N1Cc1ncc(-c2cccc(Cl)c2)o1 | -1
Cc1ccc(Nc2nc(CSc3nnnn3C3CC3)cs2)cc1C | 6
CC1CCN(C(=O)C2CCN(C(=O)c3ccc4ccccc4n3)CC2)CC1 | 11
Cc1nnc2sc(-c3ccc(CNC(=O)c4ccccc4Cl)cc3)nn12 | 1
COc1ccc(OC)c2[nH]c(C(=O)NCC(=O)Nc3ccc4c(c3)OCO4)cc12 | 1
CCN1C(=O)NC(c2ccc(F)c(Br)c2)C(C(=O)Nc2cc(C)on2)=C1C (configuration not stated) | 8
CCOc1cc2nc(-c3ccc(OC)c(OC)c3)nc(N3CCC(C(N)=O)CC3)c2cc1OC | -1
Cc1ccc(Sc2c(C)nn(C(=O)C3CCCN3S(=O)(=O)c3ccc(F)cc3)c2C)cc1 (configuration not stated) | 3
COc1cc(-c2ccc(N3C(c4ccsc4)=Cc4ccccc4C3CC(C)=O)cc2)cc(OC)c1OC (configuration not stated) | 20

(further entries)
SMILES | LDHA inh
CN(C)c1ccc(NC(=O)CC2C=CCC2)cc1 (configuration not stated) | 7
O=C(/C=C/Nc1ccc2ccccc2c1)C(F)(F)F | 1
CC1CCC(NC(=O)C23CC4CC(CC(Cl)(C4)C2)C3)CC1 (configuration not stated) | -6
CCOCCCNC(=O)c1ccccc1C | 6
CC(OC(=O)c1n[nH]c(=O)c2ccccc12)C(=O)c1ccc2c(c1)CCC2 (configuration not stated) | 6
Cc1ccccc1NC(=O)c1sc2c(c1C)C(c1ccncc1)CC(=O)N2 (configuration not stated) | -14
CC(C)(C)C1CCc2onc(C(=O)N3CCCC3)c2C1 (configuration not stated) | 4
CCCCn1c(=O)[nH]c(=O)c2c1nc(CCC(N)=O)n2CC(C)C | 0
CCc1ccc(/C=C/C(=O)c2ccc(O)cc2)cc1 | 2
Cc1ccc(CNC(=O)CN2C(=O)CN(C(=O)NCc3ccc(F)cc3)c3ccccc32)cc1 | 3
Cc1c(Cl)cccc1NC(=O)CCNC(=O)c1cccs1 | -12
CCOc1ccc(N2CC(NC(=O)CC)CC2=O)cc1 (configuration not stated) | -2
CCCOc1c(Cl)cc(C(=O)N(Cc2sccc2C)C2CCS(=O)(=O)C2)cc1Cl (configuration not stated) | 6
CCOc1ccc(-c2nc(CS(=O)Cc3ccccc3)cs2)cc1OC (configuration not stated) | 7
CCC(=O)Oc1ccc(C(=O)Nc2ccc(-c3nc4cc(C)ccc4o3)cc2)cc1 | 3
NC(=O)c1ccc(CN(C(=O)c2nn(-c3ccccc3)c(=O)c3ccccc23)C2CC2)cc1 | 3
CN(C)C(=O)C(Cl)c1ccccc1 (configuration not stated) | ?
Cc1cccc(Cn2c(N3CCc4ccccc4C3)nc3c2c(=O)n(C)c(=O)n3C)c1 | 6
Cc1oc(-c2nc(C#N)c(N3CCCCC3)o2)cc1S(=O)(=O)N(C)c1ccccc1 | -4
COc1ccccc1CNC(=O)N(C)CCOc1ccccc1C | -3
COc1cccc(-c2nnn(Cc3ncc(-c4ccccc4)o3)n2)c1 | 0
CCOC(=O)c1noc2nc(C)nc(Nc3ccc(C(C)C)cc3)c12 | -1
CCCN(Cc1cc(OC)c(OC)c(OC)c1)Cc1cc(=O)n2cc(C)sc2n1 | 10
O=C(NC1(C(F)(F)F)C(=O)Nc2c1c(=O)[nH]c(=O)n2Cc1ccccc1)C1CCCCC1 (configuration not stated) | -21
O=S1(=O)N=C(SCc2ccccc2)N(Cc2ccccc2)c2ccccc21 | 3
CC(C)c1ccc(C(CC(=O)c2ccc(Cl)cc2)S(=O)(=O)c2ccccc2)cc1 (configuration not stated) | 1
N#CCc1ccc(NC(=O)CNc2ccc(F)cc2Cl)cc1 | 2
O=C(C(=O)N1CCC(c2ccccc2)CC1)c1ccccc1 | -3
CC(OC(=O)c1ccc(C(=O)OC(C)C(N)=O)cc1)C(N)=O (configuration not stated) | 4
CCN1C(=O)S/C(=C/c2cn(CC(=O)OC)c3ccccc23)C1=O | 8
Cc1cc2cc(CNC(=S)Nc3ccc(Br)cc3)ccc2[nH]1 | -1
COc1ccc(C(C(=O)NCc2ccccc2)n2c(=O)c(-c3ccccc3)nc3ccccc32)cc1 (configuration not stated) | 0
O=C(O)c1ccc(Br)cc1C(=O)O | 7
O=C(Nc1ccc(C(F)(F)C(F)(F)C(F)(F)F)oc1=O)c1ccccc1 | -3
COc1ccc(NC(=O)N2CCN(c3nc(C)cc(N4CCOCC4)n3)CC2)cc1 | 12
CS(=O)Cc1cccc(C(=O)NCC2(c3ccccc3)CCCCC2)c1 (configuration not stated) | 7
CC(=O)Nc1ccc(NC(=O)C(C)OC(=O)c2ccc3c(c2)NC(=O)CS3)cc1 (configuration not stated) | 1
CCCCCCCC(=O)NCc1cccs1 | 0
O=Cc1c(-c2cc(Cl)ccc2Cl)[nH]c2ccccc12 | 2
O=C(NCCNC(=O)C1CC1)c1cc2ccccc2oc1=O | -1
CCCCc1ccc(-c2csc(/C(C#N)=C/c3ccc(-c4ccccc4)cc3)n2)cc1 | -8
COCC(C)NC(=O)CC1CCCC1 (configuration not stated) | 0
O=C(NCc1cccc(Br)c1)c1ncoc1-c1cccs1 | 5
O=C(Nc1ccc2nc(SCc3ccc(I)cc3)sc2c1)c1ccc(Cl)cc1 | -1
Cc1cc(=O)oc2cc(NC(=O)Cc3ccc(Cl)cc3Cl)ccc12 | -19
CC(=O)NC12CC3CC(C1)CC(C(=O)NCc1ccc(C(=O)N4CCCCC4)cc1)(C3)C2 | -13
Cc1ccc(-c2nc(-c3ccc(C(C)(C)C)cc3)c(C)s2)cc1 | 2
O=C(Nc1cccc2c1CCCC2)c1ccc(S(=O)(=O)NC2CC2)cc1 | 5
O=C(Nc1ccc(Br)cc1F)c1ccc2nc(N3CCOCC3)sc2c1 | -3
CCOc1ccc(-n2nc3cc(C)c(NC(=O)c4ccc(Br)o4)cc3n2)cc1 | 1
CCOC(=O)c1ccc(NC(=O)CCn2nc(C)c(S(=O)(=O)N3CCCCC3)c2C)cc1 | 4
O=C(NCc1cnn(-c2ccccc2)c1)C1CCN(S(=O)(=O)c2ccccc2)CC1 | 4
COc1ccc(OC)c(NC2c3ccccc3C(=O)N2Cc2ccccc2Cl)c1 (configuration not stated) | 2
Cc1ccc(Br)c(SCC(=O)O)c1 | -4
CCOC(=O)N1CCN(C(=O)C[C@@H]2C[C@@]3(C(=O)OCC)CCC=C3N(Cc3cccc4ccccc34)C2=O)CC1 | 1
CCCCC(=O)n1nc(-c2ccc(Cl)cc2)nc1N | -23
CCCCc1ccc(C(=O)O)cc1 | -2
CCOC(=O)CNC(=O)NC1CCN(c2nc3ccccc3n(C)c2=O)CC1 | 3
CCOc1cc(/C=C/c2ccc3ccccc3n2)ccc1O | 17
O=C(Nc1ccnn1Cc1ccccn1)c1cccc(S(=O)(=O)N2CCCC2)c1 | -4
N#Cc1ccc(OCCCOc2ccc(C#N)cc2)cc1 | 5
CCC(C(=O)NCc1ccc(C(=O)OC)cc1)c1ccccc1 (configuration not stated) | 7
COc1cc(/C=N/O)cc(OC)c1OC | -15

High-throughput results from PubChem.
